Screening results deposited in PubChem BioAssay by Broad Institute.
EWS-Fli block: blocks EWS/Fli oncoprotein-driven transcription; A673 NR0B1-luciferase reporter, viability-normalised; inhibition, % at 12.6 µM; 350,000 tested, 0.67% active; AID 651661;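 active = mean inhibition of at least 50% after viability correction, with every replicate also passing that limit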;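 also: firefly luciferase signal divided by Alamar Blue viability fluorescence both relative to DMSO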
FN deposition inh: fibronectin deposition inhibition; AH1F fibroblasts, Alexa488-fibronectin deposition fluorescence, overnight; inhibition, % at 12.6 µM; 350,000 tested, 0.086% active; AID 743247;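 active = mean inhibition across replicates of 30% or more, regardless of how many single replicates reach that level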;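 also: positive control wells lacked labelled fibronectin entirely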
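Material: AH1F fibroblast monolayer depositing Alexa488-labelled fibronectin into matrix | Input: 10000 AH1F cells/well | Medium: DMEM plus 2% serum, read in PBS | Reagent: Alexa488-fibronectin, 24 nM final in well | Compound dosing: One dose per compound, pinned | Schedule: 1 h adhesion, overnight exposure | Measured by: Fluorescence at 485 nm excitation, 525 nm emission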
esBAF inh: inhibitors of esBAF chromatin remodeling in mouse ES cells; 350,000 tested, 2% active; AID 602393; Bmi1-luciferase knock-in reporter, 24 h; 100% = twice the neutral-well signal; reporter increase, % at 12.5 µM; in the data active = activation above about 40%;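 also: 0% = median of the plate's neutral control wells and 100% = double that signal; a rise in the Bmi1 reporter signal indicates esBAF inhibition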
Xi reactivation: activators of X-chromosome reactivation in mouse fibroblasts. XiGFP mouse fibroblasts, % GFP-positive cells imaging, 3 d; cells co-treated with 5-aza-dC sensitizer; scaled so ellipticine positive control = 100%. activation, % at 7.58 µM. AID 743238. 360,000 tested, 0.055% active;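 active = mean normalized replicate activation at least 10% and every replicate at or above 10%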;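 also: 0% = median of on-plate neutral control wells and 100% = ellipticine 6 µM median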
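System: 68-5-11 XiGFP fibroblast line; Timing: 3 days compound exposure; Compound dosing: one concentration, pinned; Benchmarks: positive control ellipticine, 6 µM final; Buffer or medium: DMEM containing 5-aza-dC.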
E-sel inducer: induces E-selectin expression in human endothelial cells; P16581; HUVEC E-selectin immunofluorescence imaging; normalized: neutral wells 0, TNF-alpha wells 100; activation, % at 7.58 µM; 260,000 tested, 0.37% active; AID 686992;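 active = mean E-selectin-positive cell signal at least 10% of the positive control, reached in at least 60% of replicates, without over 20% cell loss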;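 also: in these data hits start at about 27%; measured in HUVEC primary endothelial cells; signal is the percent of cells scored E-selectin positive by PE staining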
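Assay system: HUVEC, human umbilical vein endothelial cells / Amount: 3,000 HUVEC/well / Controls: TNF-alpha positive control, DMSO neutral control / Compound dosing: single concentration / Medium: EGM-2 over gelatin coat / Evaluation: percent E-selectin-positive cells / Signal: immunofluorescence imaging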
RAD52 inh: RAD52 (human) annealing inhibition; inhibition, % at 18.7 µM; P43351; recombinant RAD52 DNA annealing, FRET fluorescence; AID 651710; 360,000 tested, 0.46% active;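 active = every replicate showing at least 50% inhibition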
Target sequence (P43351 whole entry, looked up): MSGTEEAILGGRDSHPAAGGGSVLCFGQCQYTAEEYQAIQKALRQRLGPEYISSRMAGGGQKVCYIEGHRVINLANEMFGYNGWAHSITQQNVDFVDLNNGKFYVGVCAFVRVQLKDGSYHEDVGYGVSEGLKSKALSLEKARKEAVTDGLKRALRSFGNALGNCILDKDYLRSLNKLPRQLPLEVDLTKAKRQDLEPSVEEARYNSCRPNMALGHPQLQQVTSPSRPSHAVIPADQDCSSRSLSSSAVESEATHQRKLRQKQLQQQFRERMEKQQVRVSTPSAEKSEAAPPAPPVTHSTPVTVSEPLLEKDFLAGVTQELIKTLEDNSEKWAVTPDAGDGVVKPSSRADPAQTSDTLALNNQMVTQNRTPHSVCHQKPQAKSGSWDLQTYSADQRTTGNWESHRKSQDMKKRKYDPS
S100A4 MyoIIA: S100A4-myosin IIA interaction inhibition | S100A4/TAMRA-MyoIIA peptide fluorescence polarization | inhibition, % at 10.7 µM | 360,000 tested, 0.14% active;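 active = mean inhibition of at least 70% across replicates, with every replicate also reaching that level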
Target sequence (P26447 whole entry, looked up): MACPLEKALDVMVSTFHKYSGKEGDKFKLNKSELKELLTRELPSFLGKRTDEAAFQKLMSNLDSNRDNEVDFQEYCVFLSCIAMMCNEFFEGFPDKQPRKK
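incubation = readout 5 min after mixing, signal stable up to 60 min | system = S100A4 monomer protein | buffer or medium = HEPES pH 7.2 with CaCl2, KCl, NaCl, DTT, Triton | benchmarks = neutral control DMSO, positive control TFP | also added = fluorescent myosin IIA peptide, 5 nM | compound dosing = one concentration per compound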
RAD54 branch: RAD54 (human) branch migration inhibition; Q92698; RAD54 Holliday junction branch migration, FAM/BHQ fluorescence; 360,000 tested, 0.14% active; inhibition, % at 10.4 µM; AID 602329;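 active = mean normalized replicate activity at least 40 and at least half of replicates scoring 40 or more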;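 also: 0% = median of neutral control wells and 100% = median of positive control wells; inhibitors cause a drop in the FAM fluorescence signal; in these data hits start at about 50%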
An asterisk follows results filed as active; · = no result given. Rows are unselected. About 3% of those tested had a hit in this group.

SMILES	EWS-Fli block	FN deposition inh	esBAF inh	Xi reactivation	E-sel inducer	RAD52 inh	S100A4 MyoIIA	RAD54 branch
COCCNC(=O)CN1C(=O)CSc2ccc(S(=O)(=O)N3CCOCC3)cc21	-3	0	-1	0.1	2.1	-15	-2	5
Clc1ccc(OCCCN2CCc3ccccc3C2)c(Br)c1	8	-3	-6	0.1	·	-1	-10	1
CCNc1ccc(C(=O)OCC(=O)c2cc(C)n(Cc3ccc4c(c3)OCO4)c2C)cc1[N+](=O)[O-]	10	5	·	-0.2	1.2	-14	1	·
Cc1ccc(CSCc2ccc(C(=O)NC3CC3)o2)cc1	·	-11	18	0.0	·	-15	-5	3
O=C(NCc1ccc(Cl)cc1)c1ccc(-c2ccc(F)c(F)c2)c2ccoc12	5	14	-3	0.1	-0.2	-10	-17	-9
CCN(CC)c1ccc(C(=O)OCC(=O)Nc2ncccn2)cc1	-4	·	1	0.0	-0.1	-14	-5	-6
O=C(Nc1ccc(F)cc1)N1CC(=O)N2[C@H](C1)[C@H](c1ccc(C#Cc3ccc(F)cc3)cc1)[C@@H]2CO	-5	18	·	0.0	0.1	-16	-4	·
C[C@H]1CCCCO[C@H](CN(C)C(=O)Nc2ccc(C(F)(F)F)cc2)[C@@H](C)CN([C@@H](C)CO)C(=O)c2cc(NC(=O)C3CCCCC3)ccc2O1	-6	·	2	-0.2	0.0	0	-3	3
CCCC(CCC)C(=O)NC1CCN(Cc2ccccc2)CC1	10	-16	-4	0.0	·	-7	3	4
CC(C)C(=O)N=c1sc2cccc(F)c2n1C	-16	5	2	0.0	3.8	3	-2	·
Cc1ccc2c(c1)N(CC(=O)N1CCCC1)C(=O)C(C)O2 (stereo not given)	1	6	-1	0.3	0.2	0	-1	13
Cc1ccccc1S(=O)(=O)N1CCCCN2[C@H](CO)[C@@H](c3ccc(-c4ccccc4)cc3)[C@@H]2C1	0	·	·	·	·	21	-1	5
COc1cc(C2Nc3ccccc3NC3=C2C(=O)CC(C)(C)C3)cc(OC)c1OC(C)=O (stereo not given)	7	1	-3	0.1	·	-2	1	-1
CNc1nc(-c2cccs2)cc(C(F)(F)F)c1C#N	3	-1	·	-0.1	3.2	-2	4	·
O=C(c1ccncc1)N1C[C@H]2[C@@H](c3ccccc31)[C@@H](CO)N2C(=O)c1ccccc1F	3	·	-5	0.3	0.5	9	3	3
Cc1ccc(-n2c(-c3ccco3)nc3nc4ccccc4nc32)cc1	-2	·	·	0.0	·	-39	6	·
COc1ccc(/C=C2\SC(=O)N(CCNC(=O)Cn3[nH]c(=O)c4ccccc4c3=O)C2=O)cc1	-1	2	-3	0.1	-0.4	-17	1	-1
CN1CCN(S(=O)(=O)c2cccc(C(=O)Nc3cc(C(N)=O)cc(C(N)=O)c3)c2)CC1	-7	1	-2	0.0	0.5	-8	-8	-15
O=C(C[C@H]1CC[C@@H]2[C@H](COC[C@H](O)CN2Cc2ccc(Oc3ccccc3)cc2)O1)N1CCc2ccccc2C1	43	·	-14	·	·	9	-5	6
Cc1ccc(-n2ncc3c(=O)n(-c4cccc(C)c4)c(=O)[nH]c32)cc1	-9	2	14	0.1	-0.1	-1	4	-4
CC(C)NC(=O)N(C)C[C@H]1Oc2c(NS(=O)(=O)c3cccs3)cccc2C(=O)N([C@H](C)CO)C[C@H]1C	0	6	1	0.0	0.8	·	·	·
COc1ccc(OC)c(N(CC(=O)NCCSCc2ccco2)S(=O)(=O)c2ccc(OC)c(OC)c2)c1	0	6	-3	0.4	0.0	-26	-1	4
Cc1ccc(C)c(Nc2c([N+](=O)[O-])ccc3nonc23)c1	-17	14	-6	-0.1	0.1	-6	-3	0
Cc1cc(C)nc(-n2cc(C(=O)c3cc(F)ccc3O)cn2)n1	1	-3	·	0.0	·	-22	-4	8
Cc1ccc(C)c(SCC(=O)Nc2cccnc2Cl)c1	4	3	·	0.0	·	-5	-3	·

Whole records, looked up by structure:
CCN(CC)c1ccc(C(=O)OCC(=O)Nc2ncccn2)cc1 reads EWS-Fli block = -4; FN deposition inh = ·; esBAF inh = 1; Xi reactivation = 0.0; E-sel inducer = -0.1; RAD52 inh = -14; S100A4 MyoIIA = -5; RAD54 branch = -6
Cc1ccc2c(c1)N(CC(=O)N1CCCC1)C(=O)C(C)O2 (stereo not given) reads EWS-Fli block = 1; FN deposition inh = 6; esBAF inh = -1; Xi reactivation = 0.3; E-sel inducer = 0.2; RAD52 inh = 0; S100A4 MyoIIA = -1; RAD54 branch = 13

Remaining list, next part
SMILES	EWS-Fli block	FN deposition inh	esBAF inh	Xi reactivation	E-sel inducer	RAD52 inh	S100A4 MyoIIA	RAD54 branch
CC(C)=CCC/C(C)=C/CC/C(C)=C/COc1ccc2ccc(=O)oc2c1	-1	1	-5	0.3	1.2	-15	25	-3
C[C@H](CO)N1C[C@H](C)[C@@H](CN(C)S(=O)(=O)c2cn(C)cn2)OCCCC[C@H](C)Oc2ccc(NC(=O)c3ccccc3)cc2C1=O	-16	-1	-3	0.3	-0.1	-4	4	-2
CSCCC(NC(=O)C1CC1)c1nc2ccccc2[nH]1 (stereo not given)	·	0	-10	·	1.2	·	·	-6
COCC(O)Cn1ccnc1N=Nc1ccccc1 (stereo not given)	-19	-1	18	-0.1	-0.2	-12	-4	-15
CCNC(=O)c1ccc2c(c1)C1C3CCC(C3)C1C(c1ccccc1)N2 (stereo not given)	-24	2	·	-0.2	4.2	1	-1	·
Cc1cc(Cl)ccc1OCC(=O)NC(=S)Nc1ccc(Cl)cn1	-1	0	-1	-0.1	-4.2	-5	-6	-2
O=C(N/N=C/c1ccc(-c2ccccc2)o1)c1ccccc1O	-11	-7	·	·	0.6	-17	-1	·
O=C(COc1ccccc1)NC1CCCc2ccccc21 (stereo not given)	4	-2	-10	0.0	·	-4	2	5
COc1ccc(OC)c(NS(=O)(=O)c2cc3c4c(c2)CCN4C(=O)CC3)c1	0	7	4	-0.1	·	12	-2	·
C[C@@H]1CN([C@@H](C)CO)S(=O)(=O)c2ccc(C3=CCCC3)cc2O[C@H]1CN(C)C(=O)C1CCC1	15	·	2	-0.9	1.5	-5	-1	6
Nc1c(Cl)c(Cl)nc(C(=O)OCC(=O)N2CCCC2=O)c1Cl	-1	-2	-10	0.0	0.4	-40	-5	-5
COc1ccc(CC(=O)OC2CCCN(C)C2)cc1 (stereo not given)	3	4	·	0.1	·	-3	-1	·
CCCCn1c(-c2cccnc2)nc2cc3[nH]c(=O)c(C(C)C)nc3cc21	7	-1	-13	0.2	0.1	-26	-1	-1
COc1ccc(NC(=O)Nc2ccc3c(c2)CC(=O)N([C@H](C)CO)C[C@H](C)[C@@H](CN(C)C(=O)Nc2c(C)noc2C)O3)cc1	-2	·	-2	0.0	0.2	·	·	4
COc1ccc(C(=O)/C=C2\Sc3ccccc3N2C)cc1	-86	-2	·	0.1	·	-25	5	·
CCCCCCNC(=O)c1cn(CC)c2cc(N3CCN(C)CC3)c(F)cc2c1=O	25	-1	-2	0.0	·	22	-8	-11
C[C@@H]1CCCCO[C@@H](CN(C)C(=O)Cc2ccccc2)[C@@H](C)CN([C@@H](C)CO)C(=O)c2cc(NC(=O)Nc3ccc4c(c3)OCO4)ccc2O1	-8	·	2	0.0	0.2	-9	-7	-4
O=C(Nc1nccs1)[C@H]1[C@H](CO)[C@H]2Cn3c(ccc(-c4cccnc4)c3=O)[C@H]2N1CC1CCCC1	6	·	-1	0.1	0.7	4	3	-1
CCOc1cc(-c2sc(Nc3cc(C)ccc3OC)n[n+]2-c2ccccc2)ccc1OC	5	-9	-10	0.1	0.0	-16	9	-7
Cc1csc(=O)n1CC(=O)OC(C)C(=O)Nc1ccc(F)c(F)c1F (stereo not given)	2	-3	4	0.0	-3.0	-7	0	·
Cc1ccc(OCC(=O)Nc2ccc(N3CCN(C(=O)c4ccco4)CC3)cc2)cc1C	2	-3	·	0.0	0.8	-13	-1	·
COc1ccc(Nc2nnc(SCC(=O)NC3CCCC3)s2)cc1	-9	6	11	0.1	-0.1	-9	13	1
COc1ccc(NC(=O)Nc2ccc3c(c2)C(=O)N([C@H](C)CO)C[C@@H](C)[C@H](CN(C)C(=O)Nc2ccc(C(F)(F)F)cc2)O3)cc1	0	·	0	0.1	-2.5	15	-2	-10
COc1ccccc1NC(=O)CCN1C(=O)C2CC=CCC2C1=O (stereo not given)	-2	4	-1	-0.1	-0.1	-21	8	0
CCCCCCCCCCCCN1[C@@H](CC(C)=O)c2cc(F)ccc2S1(=O)=O	21	9	-9	0.2	-0.3	-19	-1	-6

Next section:
SMILES	EWS-Fli block	FN deposition inh	esBAF inh	Xi reactivation	E-sel inducer	RAD52 inh	S100A4 MyoIIA	RAD54 branch
COC(=O)Cc1[nH]nc2c1C(c1cc(OC)c(OC)c(OC)c1)C(C#N)=C(N)O2 (stereo not given)	-10	1	-4	0.3	-0.1	-2	-2	7
O=C(CSc1nnc2ccc(-c3ccccn3)nn12)NCC1CCCO1 (stereo not given)	12	0	-1	-0.1	·	-16	0	1
CCCCOc1nc2ccccc2nc1C(C#N)S(=O)(=O)c1ccccc1 (stereo not given)	15	·	-8	·	·	-12	-3	3
C[C@@H]1CN([C@@H](C)CO)C(=O)c2cc(NS(=O)(=O)c3ccccc3)ccc2O[C@H]1CN(C)C(=O)Nc1ccc2c(c1)OCO2	0	-5	-2	0.0	-0.1	9	5	-19
C#CCOCCOCCOCCNc1nc(N2CCN(C(=O)[C@H](CO)n3cc([C@@H](N)C(C)C)nn3)CC2)nc(N2CCN(C(=O)[C@H](CCCCN)n3cc([C@@H](N)[C@H](C)CC)nn3)CC2)n1	-7	-5	12	0.0	-0.2	61*	0	-26
CCCCn1c(N)c(N(CCOC)C(=O)CSc2ccccc2C)c(=O)[nH]c1=O	-2	1	·	0.1	0.5	-9	14	·
CCOc1ccc(C(=O)OCC(=O)NC2CCCC2)cc1OCC	9	-4	-1	0.0	-1.7	1	-7	-7
C[C@@H]1CN([C@@H](C)CO)C(=O)c2cc(C#CCN(C)C)cnc2O[C@H]1CN(C)Cc1ccncc1	-18	-3	-1	0.1	1.1	0	-17	-2
Cc1ccc(Cn2ccc(C3CC3)n2)cc1	-81	16	·	-0.3	-0.6	1	-3	·
CN(C)/C=C/C(=O)c1cc(N2CCOCC2)ccc1[N+](=O)[O-]	0	5	-4	0.9	-0.4	-2	27	-10
Cn1nc(-c2ccccc2)c(CO)c1Sc1ccccc1	-12	·	4	0.0	·	-21	-2	·
Cc1ccccc1NS(=O)(=O)c1ccc(C(=O)NCC(C)(C)N2CCOCC2)cc1	23	-1	·	0.4	-0.3	-3	-4	6
CN(CC(=O)Nc1cccc(F)c1)C(=O)CSc1ccccc1	-3	-2	-3	0.2	-2.0	-11	0	-2
C[C@H]1CCCCO[C@H](CN(C)S(=O)(=O)c2ccccc2)[C@@H](C)CN([C@@H](C)CO)C(=O)c2cc(NS(=O)(=O)c3ccccc3)ccc2O1	6	-8	7	0.1	0.2	-34	-8	6
CCC(CC)CN1CCN=C1Nc1ccccc1	-6	9	6	-0.2	-0.2	-11	-4	0
